# Screening results from PubChem.
# KCNK9 block: blocks the human KCNK9 two-pore domain potassium channel; 310,000 compounds, 1.2% hits; HEK293 KCNK9, FluxOR thallium flux fluorescence; hits give low values; Q9NPC2; AID 488922; B-score at 10 µM;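 active = ratio B-score over 3 SD below the library mean, with starting fluorescence within 5 SD of its mean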;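 also: negative B-score means less thallium flux so channel inhibition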
# HDAC3 inhib: human HDAC3 inhibition | 320,000 compounds, 0.15% hits | recombinant HDAC3, fluorogenic peptide/trypsin coupled, fluorescence | inhibition, % at 8.3 µM | O15379 | AID 2718; in the data active = inhibition above about 26%, passing the limit was not always enough
# TRPC4 potent: allosterically enhances the mouse TRPC4 cation channel; Q9QUQ5; AID 2227; HEK293 TRPC4beta/mu-opioid, DAMGO EC20, Fluo-4 Ca2+ flux; hits give high values; B-score at 10 µM; 310,000 compounds, 0.42% hits;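 active = B-score of calcium response area above 5 SD of library B-scores, with initial fluorescence ratio within 5 SD of library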;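 also: B-score of integrated fluorescence ratio over time as area under calcium response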
# hERG rescue: shields human hERG channel from block by proarrhythmic agents; CHO-hERG, FluxOR thallium flux, dofetilide IC70 present; activation (rescue from dofetilide block), less the hit threshold, % at 10 µM; 310,000 compounds, 0.51% hits; AID 1511;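 active = activation above the mean of controls blocked by dofetilide plus 5 SD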;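 also: thallium influx through hERG after potassium depolarization seen as dye fluorescence rise; in these data hits start at about 4.7%; inactives centre near -7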
# Target sequence (Q12809 whole entry, looked up): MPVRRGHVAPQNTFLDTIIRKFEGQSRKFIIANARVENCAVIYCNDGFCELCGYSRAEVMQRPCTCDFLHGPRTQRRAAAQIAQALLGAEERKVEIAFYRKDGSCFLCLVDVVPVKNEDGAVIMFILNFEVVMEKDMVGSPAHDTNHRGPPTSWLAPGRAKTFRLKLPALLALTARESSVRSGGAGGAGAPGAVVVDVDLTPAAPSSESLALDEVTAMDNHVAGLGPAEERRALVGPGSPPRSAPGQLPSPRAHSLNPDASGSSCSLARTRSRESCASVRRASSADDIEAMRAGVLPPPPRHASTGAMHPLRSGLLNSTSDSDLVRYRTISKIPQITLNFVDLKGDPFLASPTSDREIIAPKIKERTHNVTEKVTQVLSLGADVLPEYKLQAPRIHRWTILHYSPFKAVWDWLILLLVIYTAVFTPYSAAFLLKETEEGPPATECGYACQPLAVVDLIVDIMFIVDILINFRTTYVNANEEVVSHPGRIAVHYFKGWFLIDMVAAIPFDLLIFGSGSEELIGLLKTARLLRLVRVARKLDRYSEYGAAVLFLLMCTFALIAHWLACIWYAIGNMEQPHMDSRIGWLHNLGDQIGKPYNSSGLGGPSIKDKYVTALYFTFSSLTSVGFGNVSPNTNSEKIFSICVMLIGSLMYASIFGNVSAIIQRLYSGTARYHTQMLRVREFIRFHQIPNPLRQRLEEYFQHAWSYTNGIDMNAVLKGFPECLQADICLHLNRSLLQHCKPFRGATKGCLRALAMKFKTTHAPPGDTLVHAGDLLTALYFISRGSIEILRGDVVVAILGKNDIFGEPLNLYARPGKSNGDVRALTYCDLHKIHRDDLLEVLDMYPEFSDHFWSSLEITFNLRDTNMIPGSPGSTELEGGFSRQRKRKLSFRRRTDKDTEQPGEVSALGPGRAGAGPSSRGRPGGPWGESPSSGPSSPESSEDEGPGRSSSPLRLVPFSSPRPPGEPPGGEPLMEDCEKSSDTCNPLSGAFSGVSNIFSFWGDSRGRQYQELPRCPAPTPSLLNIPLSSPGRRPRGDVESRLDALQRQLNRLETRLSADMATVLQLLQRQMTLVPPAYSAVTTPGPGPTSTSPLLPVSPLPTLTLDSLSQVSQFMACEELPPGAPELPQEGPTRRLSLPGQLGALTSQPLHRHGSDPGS
# Dyrk1A ADPGlo: blocks rat Dyrk1A kinase activity | inhibition, % at 12.5 µM | 310,000 compounds, 0.43% hits | ADP-Glo luminescence, NFATc1 peptide | Q63470; in the data active = inhibition above about 50%;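 also: plate controls were vehicle with enzyme for no effect and no enzyme for full effect; many of its hits are not listed in these tables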
# KCNQ1 block: inhibitors of human KCNQ1 potassium channel. B-score at 10 µM. CHO-K1 KCNQ1, FluxOR thallium flux fluorescence; hits give high values. 310,000 compounds, 1.3% hits. AID 2642. P51787;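 active = compounds whose thallium flux B-score, printed positive for inhibition, exceeds three library SD while starting fluorescence stays within three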;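 also: channel opened by potassium depolarization with thallium stimulus after 20 min compound exposure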
# TMEM16A act: activates or potentiates the mouse TMEM16A chloride channel | AID 623877 | Q8BHY3 | B-score at 10 µM | 340,000 compounds, 0.3% hits | HEK293 TMEM16A/YFP-H148Q/I152L, iodide quench fluorescence; hits give low values;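 active = fluorescence-ratio B-score plate-corrected deviation score at least 3 library SD below zero, with starting fluorescence score within 5 deviations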;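 also: channel opened by trigger with iodide after compound preincubation; score built on the fluorescence ratio of max minus min over baseline; more negative score means more quench and so TMEM16A activation or potentiation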
# TMEM16A inh: inhibitors of mouse TMEM16A calcium-activated chloride channel | HEK293 TMEM16A/YFP iodide influx fluorescence, ionomycin | normalized B-score (activity score, 25-100; higher = stronger inhibition) at 10 µM | 310,000 compounds, 1.2% hits | AID 588511;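 active = ratio plate-corrected score three or more library SD toward inhibition, starting fluorescence score within five deviations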;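 also: score derived from kinetic fluorescence span divided by baseline fluorescence per well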
# KCNQ1 act: potentiates or activates the human KCNQ1 potassium channel | P51787 | 310,000 compounds, 0.35% hits | CHO-K1 KCNQ1, thallium flux FluxOR fluorescence; hits give high values | AID 2648 | B-score at 10 µM;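 active = fluorescence ratio B-score, a plate-corrected score, at least three library SD, with initial intensity B-score within 5 SD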
#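 assay system = CHO-K1 cells stably expressing KCNQ1 | medium = assay buffer, equal DMSO in all wells | timing = 37 °C overnight plating, 90-min dark dye load, 20-min compound pretreatment | measured by = kinetic FluxOR thallium fluorescence, 10-s 1-Hz baseline, 110-s post-stimulus read | measure = fluorescence change relative to baseline, converted to B score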
# TRPC4 act: TRPC4 (mouse) channel activation; HEK293 TRPC4beta/mu-opioid, Fluo4 calcium fluorescence; hits give high values; B-score at 10 µM; 310,000 compounds, 0.49% hits; AID 2237;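 active = B-score above 5 SD of library B-scores, and initial fluorescence ratio not above library mean plus 5 SD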;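 also: positive B-score marks a calcium rise read as TRPC4 activation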
#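 Material: HEK293 stable line with TRPC4beta plus mu-opioid receptor; technique: Fluo4 calcium-sensitive dye fluorescence, kinetic, 1 Hz baseline; timing: Fluo4 dye loading 45 min at room temperature, 110 s recording; controls: assay buffer as low control, maximal DAMGO as high control; read-out: integrated baseline-normalised fluorescence ratio, converted to per-well B score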
# KCNK3 block: human KCNK3 channel inhibition, primary screen | O14649 | CHO-KCNK3 thallium flux, FluxOR fluorescence; hits give low values | B-score at 10 µM | 340,000 compounds, 0.84% hits | AID 602410;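 active = B-score under library mean minus 4 SD, starting fluorescence ratio at most library mean plus 5 SD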;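 also: more negative B-score means stronger inhibition of thallium flux through KCNK3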
# * hit, by the source's call; i = inactive; · = not tested or not shown. This is a subset (hit frequency here may not be typical).
SMILES,KCNK9 block,HDAC3 inhib,TRPC4 potent,hERG rescue,Dyrk1A ADPGlo,KCNQ1 block,TMEM16A act,TMEM16A inh,KCNQ1 act,TRPC4 act,KCNK3 block
Oc1c(Cl)c(Cl)c(Cl)c(Cl)c1Cl,i,4.8,i,-13.8,6.3,i,i,100*,i,i,i
CN(C)CC#CCn1c2ccccc2c2ccccc21,i,-2.7,i,-7.1,·,i,i,i,i,i,i
Brc1ccc(CN2CCNCC2)s1,i,-1.2,14*,-3.5,-0.5,i,i,i,i,i,i
COc1ccc2[nH]cc(C3=CCNCC3)c2c1,i,7.4,i,-5.5,·,i,·,i,i,i,·
O=C1CN=C(c2ccccc2)c2cc(Br)ccc2N1,i,15.5,i,-0.9,16.0,i,i,i,i,i,i
COc1ccc(C(O)c2ccccc2OP(=O)(N(C)C)N(C)C)cc1 (centres undefined),i,0.5,i,-5.7,-4.7,i,i,i,i,i,i
O=C(CCCCCn1c(=S)[nH]c2ccccc2c1=O)N1CCC2(CC1)OCCO2,i,-1.5,i,-18.7,4.0,i,i,i,i,i,i
O=C1/C(=C\c2cc3c(cc2Cl)OCO3)N2CCC1CC2,i,7.1,i,3.7,12.2,i,i,i,i,i,i
O=c1oc2ccccc2c(O)c1C(c1ccccn1)c1c(O)c2ccccc2oc1=O,i,10.7,i,-9.9,-0.9,i,i,i,i,i,i
COc1ccc(CCNCc2ccccc2F)cc1,i,-2.4,i,-6.5,-2.0,i,i,i,i,i,i
CC1CCN(CC#CCOc2ccc(Cl)cc2)CC1,i,-5.3,i,-1.3,-4.7,i,i,i,i,i,i
COc1ccc(C(C)=O)cc1CC(C(=O)c1ccc(C)cc1)N(C)C (centres undefined),i,0.9,i,-5.2,0.8,i,i,i,i,i,i
CCCCN1C(=O)NC(=O)C2(Cc3c(nc4c(C)cccn4c3=O)N3CCc4ccccc4C32)C1=O (centres undefined),i,-0.4,19*,-7.1,-4.5,i,i,i,i,i,i
O=c1c2ccccc2nc(-c2ccccc2)n1-c1nccs1,i,-0.1,i,-7.7,-6.3,i,i,i,i,i,i
CCOC(=O)CN1C(=O)C2(C(C#N)=C(N)Oc3ccccc32)C(C(=O)OC)=C1C (centres undefined),i,2.8,i,-11.0,-2.5,i,i,i,i,i,i
CCC(C)N1CCN(C(=O)Cc2ccccc2)CC1 (centres undefined),i,-7.7,i,-4.2,0.2,i,i,i,i,i,i
CCOc1cc(CNCCc2c[nH]c3ccccc23)cc(Cl)c1OC,i,-0.5,i,-17.9,·,i,i,i,i,159*,i
NCCc1ccc(S(N)(=O)=O)cc1,i,4.3,i,-4.7,0.8,i,i,i,i,i,i
CN1CC(C(=O)c2ccc(Cl)cc2)C(c2ccc(N(C)C)cc2)C1 (centres undefined),i,2.1,i,-5.8,-1.2,i,i,i,i,i,i
CCCCc1ccc(NC2=NCCCS2)cc1,i,4.5,i,-17.9,-6.1,i,i,i,i,i,i
CCC(C)C1(CC)C(=O)NC(=O)N=C1N (centres undefined),i,2.6,i,-3.1,-3.7,i,i,i,i,i,i
CC(=O)C1(c2ccccc2)CCN(C(=O)C2CCC(=O)N(CCc3cccc(F)c3)C2)CC1 (centres undefined),i,5.5,i,-7.5,-3.7,i,i,i,i,i,i
CC[N+](C)(CC)CCCOC(=O)C(O)(c1ccccc1)C1CCCCC1 (centres undefined),i,12.5,i,-7.2,0.2,i,i,i,i,i,i
Cc1ccc(C2=NC(C)(C)N3C2C3c2ccc([N+](=O)[O-])cc2)cc1 (centres undefined),i,·,i,-5.6,-4.8,i,i,i,i,i,i
C[C@H]1C[C@@H](C)C(=O)[C@@H]([C@H](O)CC2CC(=O)NC(=O)C2)C1,i,-0.2,i,-2.2,10.4,i,i,i,i,i,i
O=C1CC(c2cccnc2)=NN1c1ccccc1,i,1.5,i,-8.2,4.1,i,i,i,i,i,i
CN(C)c1ccc(C(=O)c2ccc(N(C)C)cc2)cc1,i,10.2,i,-3.4,6.9,i,i,i,i,i,i
O=C1NC(=O)C2(Cc3ccccc3N3CCCC32)C(=O)N1c1ccc(Cl)cc1 (centres undefined),i,3.7,i,-6.4,·,i,·,i,i,i,·
NP(=O)(OCCCc1ccccc1)c1ccccc1 (centres undefined),i,-5.2,i,-4.4,7.7,i,i,i,i,i,i
CC(C)OC(=O)C1C2c3ccccc3C(c3ccccc32)C1C(=O)O (centres undefined),i,-0.3,i,-0.6,-3.9,i,i,i,i,i,i
CCCC1(CCC)C(=O)NC(=Nc2ccccc2)NC1=O,i,-5.0,i,-4.2,0.5,i,i,i,i,i,i
CCCCCCCSc1cc(OC)c(CCNC)cc1OC,i,9.1,i,-13.7,-8.2,i,i,i,i,i,i
CN1CCCN(C(=O)COc2ccccc2Br)CC1,i,2.6,i,-7.3,-2.6,i,i,i,i,i,i
CCCCn1c(=O)c(C(=O)NCc2ccco2)c(O)c2ccccc21,i,-4.9,i,-6.1,-0.7,i,i,i,i,i,i
CN(C)C1(c2nnnn2-c2ccc(Cl)cc2)CCCCC1,i,-4.1,i,-7.2,1.0,i,i,i,i,i,i
Nc1ccc(CCN2CCCC2)cc1,i,3.3,i,-2.3,3.2,i,i,i,i,i,i
c1cncc(C2CC(c3cccs3)n3ncnc3N2)c1 (centres undefined),i,3.9,i,-5.6,7.2,i,i,i,i,i,i
O=c1[nH]c(O)c(N=Nc2ccc3c(c2)OCCO3)c(=O)[nH]1,i,8.3,i,-2.7,-4.0,i,i,i,i,i,i
CC(Cc1ccccc1)NC(=O)Cc1ccc([N+](=O)[O-])cc1 (centres undefined),i,5.4,i,-11.7,-2.1,i,i,i,i,i,i
C=CCn1c(O)c(C(CC)=NCCc2c[nH]c3ccccc23)c(=O)[nH]c1=O,i,7.6,i,-0.9,-4.6,i,i,i,i,i,i
Cc1ccccc1-n1c(O)c(/C=N/NC(=O)c2ccncc2)c(=O)[nH]c1=O,i,1.3,i,-17.2,3.8,i,i,i,i,i,i
CSc1ccccc1C(=O)C1CCCN(Cc2ccccn2)C1 (centres undefined),i,10.2,i,-9.4,-9.5,i,i,i,i,i,i
Cc1ccc(CS(=O)(=O)Cc2ccc(C(=O)N3CCC4(CC3)OCCO4)o2)cc1,i,4.1,i,-3.9,·,i,i,i,i,i,i
O=C1CN=C(c2ccccc2F)c2cc(Cl)ccc2N1,i,-3.1,i,-6.9,-2.9,i,i,i,i,i,i
COc1ccc(OC)c(C(O)C2CCCCN2)c1 (centres undefined),i,0.7,i,-4.2,5.2,i,i,i,i,i,i
O=C1CC(=O)N(c2ccc(Cl)cc2Cl)C(=O)N1,i,-8.1,i,-5.8,4.5,i,i,i,i,i,i
CO[C@H]1C=C2CCN(C)[C@H]2C2c3cc4c(cc3C(=O)O[C@@H]21)OCO4 (some centres undefined),·,-3.6,·,·,-5.7,·,i,i,·,·,i
CCCC1C(C#N)=C(N)Oc2c1c(=O)oc1ccccc21 (centres undefined),i,-1.6,i,-7.3,1.8,i,i,i,i,i,i
O/N=C/c1c[nH]c2ccccc12,i,5.7,i,-8.6,26.0,i,i,i,i,i,i
Cc1cccnc1NC1=NCC(C)S1 (centres undefined),i,-0.4,i,-7.1,3.1,i,i,i,i,i,i
C[C@]12CCC(=O)CC1CCC1C2CC[C@]2(C)C(OC(=O)CCC(=O)O)CCC12 (some centres undefined),i,-3.7,i,-4.8,3.4,i,i,i,i,i,i
FC(F)(F)c1cccc(C2NCc3ccccc3-n3cccc32)c1 (centres undefined),i,4.7,i,-6.2,2.2,i,i,i,i,i,i
CCOC(=O)C(NC(C)=O)C(OC(C)=O)c1cccc(N(CCCl)CCCl)c1 (centres undefined),i,1.1,i,-4.0,-4.8,i,i,i,i,i,i
COc1cccc(-n2c(O)c(C=NCCN3CCNCC3)c(=O)[nH]c2=S)c1,i,1.9,i,-9.3,-0.3,i,i,i,i,i,i
COC(=O)C1=C(c2cc3ccccc3o2)C[C@@H]2CC[C@H]1N2C(=O)NCc1ccccc1,i,0.4,i,-2.7,-1.1,i,i,i,i,i,i
CCC(=NCc1cccnc1)c1c(O)n(Cc2ccccc2)c(=O)[nH]c1=O,i,3.4,i,-13.6,·,i,i,i,i,i,i
COc1cccc(-n2c(CN3CCN(C)CC3)nc3ccc([N+](=O)[O-])cc3c2=O)c1,i,11.9,i,-4.8,1.0,i,i,i,i,i,i
O=C(c1c[nH]cc1-c1ccccc1)c1cccc2ccccc12,i,8.1,i,-9.4,-1.5,i,i,i,i,i,i
CC(=O)Nc1ccc2c(c1)CC1(C(=O)N(C)C(=O)N(C)C1=O)C1CCCN21 (centres undefined),i,3.3,i,-11.7,-0.2,i,i,i,i,i,i
CC[C@@]1(O)C(=O)OCc2c1cc1n(c2=O)Cc2cc3c(NC(=O)CN)cccc3nc2-1,i,-28.1,i,-3.1,0.2,i,i,i,i,i,i

# Part of the list above, reformatted:
molecule	KCNK9 block	HDAC3 inhib	TRPC4 potent	hERG rescue	Dyrk1A ADPGlo	KCNQ1 block	TMEM16A act	TMEM16A inh	KCNQ1 act	TRPC4 act	KCNK3 block
Cc1ccc(C2=NC(C)(C)N3C2C3c2ccc([N+](=O)[O-])cc2)cc1 (centres undefined)	i	·	i	-5.6	-4.8	i	i	i	i	i	i
C[C@H]1C[C@@H](C)C(=O)[C@@H]([C@H](O)CC2CC(=O)NC(=O)C2)C1	i	-0.2	i	-2.2	10.4	i	i	i	i	i	i
O=C1CC(c2cccnc2)=NN1c1ccccc1	i	1.5	i	-8.2	4.1	i	i	i	i	i	i
CN(C)c1ccc(C(=O)c2ccc(N(C)C)cc2)cc1	i	10.2	i	-3.4	6.9	i	i	i	i	i	i
O=C1NC(=O)C2(Cc3ccccc3N3CCCC32)C(=O)N1c1ccc(Cl)cc1 (centres undefined)	i	3.7	i	-6.4	·	i	·	i	i	i	·
NP(=O)(OCCCc1ccccc1)c1ccccc1 (centres undefined)	i	-5.2	i	-4.4	7.7	i	i	i	i	i	i
CC(C)OC(=O)C1C2c3ccccc3C(c3ccccc32)C1C(=O)O (centres undefined)	i	-0.3	i	-0.6	-3.9	i	i	i	i	i	i
